S3 lipid droplet – qHTS Assay for Lipid Storage Modulators in Drosophila S3 Cells; Drosophila S3 cells, BODIPY lipid droplet fluorescence, 18-24 h; cells fed with added oleic acid; Potency in µM for hits, for the others lipid storage change, negative = inhibition, % at the top dose, mostly 46.1 µM; actives 0.64% (n = 320,000); AID 2685, 2010; active = well fitted inhibition curve with a large enough effect in the signal ratio, with a control signal flat, not every such curve was filed as active; inconclusive = small, poorly fitted or top-dose-only effect, or effect the other way, or a change in a side signal; the % refers to the signal ratio
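Laser-scanning cytometry quantifies lipid droplet accumulation (500–530 nm total intensity; droplet/cell object ratio) in oleic acid-fed (400 uM added) Drosophila S3 cells treated with a concentration series. 20 uM Triacsin C defined 100% inhibition.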
S3 lipid droplet cell count max – further read-out of S3 lipid droplet, marked with its call; cell number change, %; measured here: cell count max response;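 cells counted by Cell Tracker Red CMTPX staining in the red channel; peak over a dose series mostly up to 46.1 µM; percent activity relative to internal control wells on each plate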
Starred values were filed as active, the others as inactive; i = inactive; ? = inconclusive; / = not tested or not shown; [ ] = another dose, or the depositor's remark. % is scaled to controls: 0 for no effect and ±100 for the full control effect; potency is read from the fitted curve at half-maximal effect.

Start of the listing, in advance, six compounds:
SMILES	S3 lipid droplet	S3 lipid droplet cell count max
COC(=O)C1=C(C)N(c2ccc(F)c(Cl)c2)C(=O)C1	-2%	7
Cc1ccccc1NC(=O)c1ccc2c(c1)N(C)CCS2	?	/
Cc1ccc(S(=O)(=O)N2[C@@H](c3ccc(Cl)cc3)C(C(=O)O)=CC[C@H]2c2ccc3c(c2)OCO3)cc1	?	/
Cc1ccn2cc(CC(=O)O)nc2c1	0%	11
CN(C)S(=O)(=O)N1CCCC(C(=O)c2ccc(-c3ccccc3)cc2)C1 (stereo not given)	-4%	12
CC(=O)c1cccc(NC(=O)C(OC(=O)c2ccccc2NS(=O)(=O)c2cccs2)c2ccccc2)c1 (stereo not given)	?	/

This part in full, repeating the preview:
SMILES	S3 lipid droplet	S3 lipid droplet cell count max
COC(=O)C1=C(C)N(c2ccc(F)c(Cl)c2)C(=O)C1	-2%	7
Cc1ccccc1NC(=O)c1ccc2c(c1)N(C)CCS2	?	/
Cc1ccc(S(=O)(=O)N2[C@@H](c3ccc(Cl)cc3)C(C(=O)O)=CC[C@H]2c2ccc3c(c2)OCO3)cc1	?	/
Cc1ccn2cc(CC(=O)O)nc2c1	0%	11
CN(C)S(=O)(=O)N1CCCC(C(=O)c2ccc(-c3ccccc3)cc2)C1 (stereo not given)	-4%	12
CC(=O)c1cccc(NC(=O)C(OC(=O)c2ccccc2NS(=O)(=O)c2cccs2)c2ccccc2)c1 (stereo not given)	?	/
CC12CCC(c3nnc(SCC(=O)Nc4cccc5ccccc45)nc31)C2(C)C (stereo not given)	?	/
CN1C(=O)NC2C1N(S(C)(=O)=O)CCN2S(C)(=O)=O (stereo not given)	-12%	-11
CCOc1cc(C2C(C(=O)c3ccc(C)cc3)=C(C(=O)OC)Nc3nnnn32)ccc1O (stereo not given)	?	/
CC(=O)c1sc2nc(SCC(=O)NCCc3ccccc3)[nH]c(=O)c2c1C	?	/
COc1cccc(C(C(=O)NC2CCCCC2)N(C(=O)c2csnn2)C2CC2)c1 (stereo not given)	?	/
CCC(C)[C@H](NC(=O)NCCCc1ccccc1)C(=O)OC (stereo not given in full)	?	/
O=C(C1CCCC1)N1CCCC(Nc2ccccc2)C1 (stereo not given)	?	/
Fc1ccc(CNCC2CCCO2)cc1 (stereo not given)	?	/
C=CCn1c(=O)c2ccccc2n2c(SCC(N)=O)nnc12	-19%	/
COCc1cc(C)n(CC(=O)Nc2ccc(N3CCOCC3)c(Cl)c2)c(=O)c1C#N	-5%	2
Cc1ccc(NC(=S)N(CCCN2CCOCC2)Cc2ccco2)cc1C	18%[9.22 µM]	-3
COc1ccc([N+](=O)[O-])cc1NC(=O)COC(=O)C1CC1	18%	24
COCCN1CCC(CNCc2cn[nH]c2-c2ccc(C)c(C)c2)C1 (stereo not given)	5%	9
COCCNC(=O)CC(NS(=O)(=O)c1ccc(NC(C)=O)cc1)C(C)C (stereo not given)	5.8µM*	-2.5*

Retrieved by structure from the list above (2):
SMILES	S3 lipid droplet	S3 lipid droplet cell count max
Cc1ccn2cc(CC(=O)O)nc2c1	0%	11
COc1cccc(C(C(=O)NC2CCCCC2)N(C(=O)c2csnn2)C2CC2)c1 (stereo not given)	?	/

Continued:
SMILES	S3 lipid droplet	S3 lipid droplet cell count max
COc1cc(C(=O)N2CCN(c3ccc(C)cc3C)CC2)cc(OC)c1OC	22%	0
COc1ccc(-c2cc(C(=O)Nc3cccnc3)c3ccccc3n2)cc1OC	?	/
CC(C)(C)N1CC(c2nc3ccccc3n2Cc2ccccc2)CC1=O (stereo not given)	?	/
Cc1ccc(C)c(C(=O)NCc2ccncc2)c1	?	/
CC(=O)c1cccc(OCC(=O)NC2CCCCCC2)c1	?	/
Cc1nc2c(sc(=S)n2Cc2ccco2)c(=O)n1CC(=O)Nc1cc(F)ccc1F	?	/
CC(C)C[C@H](NC(=O)c1nc[nH]c1C(=O)N1CCN(C(=O)OC(C)(C)C)CC1)C(=O)OC(C)(C)C	-19%	-1
COc1ccc(/C=C(\NC(=O)c2ccc(OCC(C)C)cc2)C(=O)OCc2ccco2)cc1	?	/
O=C(CSc1nnc(NCc2ccccc2)s1)c1ccco1	?	/
Cc1ccc2cc(CCNC(=O)CC(C)C)c(=O)[nH]c2c1	?	/
C=CCn1c(COc2ccccc2)nnc1SCC(=O)Nc1ccc(S(N)(=O)=O)cc1	?	/
COc1ccc(OC)c(/C=C2/Sc3ccccc3C2=O)c1	?	/
COc1ccc2nc(SCC(=O)N3CCCCCC3)c(C#N)cc2c1	?	/
COc1ccc(NS(=O)(=O)NC(=O)c2cn(C)c3ccccc23)cc1	i	-14
CCN(CCNC(=O)c1ccc2nc(-c3ccccc3NC(C)=O)c(=O)[nH]c2c1)c1ccccc1	?	/
CCC[C@@H](OS(N)(=O)=O)[C@@H](Cc1ccccc1)C(=O)OCC	i	-4
COc1cccc(C(=O)NCc2nnc(SCC(=O)Nc3nccs3)n2-c2cccc(C)c2)c1	7%	-7
CSCCC(NS(=O)(=O)c1ccccc1F)C(=O)N1CCCCCC1 (stereo not given)	-6%	18
O=C(O)CCc1ccc(-c2cccs2)n1NC(=O)c1cccs1	-60%	-18
CCOC(=O)c1ccc(N2C(=O)c3n[nH]c(C)c3C2c2cccnc2)cc1 (stereo not given)	?	/
O=C(/C=C/c1ccccc1)NCC(=O)N/N=C/c1ccccc1[N+](=O)[O-]	3%	10
COc1ccc(N(Cc2cc3cc(OC)ccc3[nH]c2=O)C(=O)c2cccnc2)cc1	17%	-12
COc1cc2nc(CN(C)Cc3nc4ccccc4c(=O)[nH]3)[nH]c(=O)c2cc1OC	i	3
CC(C)C(=O)Nc1ccnc(-c2cccnc2)n1	-2%	3
Cc1cc2ccccc2c(=O)n1CC(=O)NCC(=O)N1CCCC1	0%	/
O=[N+]([O-])c1ccc2c(c1)Nc1nc3ccccc3nc1N2	?	/
CCc1ccc(CNC(=O)C2Cc3cc(S(=O)(=O)N4CCCC4)ccc3N2C(C)=O)cc1 (stereo not given)	12µM*	-14*
COc1ccc2c3n(nc2c1)CCN=C3c1ccc(C)cc1	?	/
Oc1ccc(C=Nc2cccc3ncccc23)c(O)c1	i	/
O=C(O)c1cc(-c2ccc(O)cc2)nc2ccccc12	?	/
CN(C)CCO[C@@H](c1ccc(Cl)cc1)c1ccccn1	21%	5
O=C(OCc1nnc(-c2ccccc2)o1)C1CCN(S(=O)(=O)c2cccs2)CC1	?	/
O=C(NC1CCCCCC1)c1cccc(N2CCCC2=O)c1	i	/
O=C(c1ccco1)N1CCN=C1SCc1c(F)cccc1Cl	3%	-3
CC1=C(C(=O)OCc2ccccc2)C(c2cccc([N+](=O)[O-])c2)NC(=O)N1CCCCCC(=O)O (stereo not given)	15%	1
Cc1ccccc1C(=O)Nc1ccnn1C1CCN(C2CCSCC2)CC1	?	/
COC(=O)C1=CN(c2ccc(F)c(F)c2)C=C(C(=O)OC)C1c1ccc([N+](=O)[O-])cc1	?	/
COc1ccc(S(=O)(=O)N2CCCC(C(=O)NCc3ccc4c(c3)OCO4)C2)cc1 (stereo not given)	11%	4
O=C(NCCN1CCOCC1)c1cc(-c2cccc(O)c2)on1	?	/
O=S(=O)(c1ccc(-c2ccccc2)cc1)N1CCCCC1	-13%	14
N=C1/C(=C\c2coc3ccc(O)cc3c2=O)C(=O)N=C2SC=CN12	?	/
COc1ccc2c(c1)N(C)/C(=C1/SC(=NCc3ccccc3)N(c3ccccc3)C1=O)S2	i	/
C=CCNC(=O)c1c(Cl)cnn1-c1ccc(C)cc1	-1%	-7
CC(C)Cn1c(-c2cccs2)nc2ccccc21	?	/
O=C(CBr)N1CCc2ccccc2C(c2ccccc2)C1 (stereo not given)	-6%	-1
COc1ccc2cc3cc(C(=O)NCCCN4CCc5ccccc5C4)sc3nc2c1	-15%	18
NS(=O)(=O)c1ccc(CCNC(=O)CSc2ccc([N+](=O)[O-])cc2)cc1	?	/
O=S(=O)(Cc1ccccc1)Nc1cccc(Br)c1	?	/
CCOc1cccc(/C(O)=C2/C(=O)C(=O)N(CCN3CCOCC3)C2c2ccncc2)c1 (stereo not given)	-3%	8
CC1(C)CC(=O)C2=C(C1)Nc1ccccc1NC2c1cccs1 (stereo not given)	16%	15
Cc1cc(C)c2nc(SC(C)C#N)cc(C)c2c1 (stereo not given)	?	/
Nc1nc2sc3c(c2cc1C(=O)NCC(=O)O)CCCC3	-2%	-7
CS(=O)(=O)N(Cc1ccc(C(=O)N2CCc3ccccc3C2)cc1)c1ccccc1	14%	-3
O=C(N/N=C/C(c1ccccc1)c1ccccc1)c1ccccc1F	?	/
CC1=NN(c2ccc(Cl)c(C(=O)O)c2)C(=O)/C1=C\c1ccc(-c2ccc(C(=O)O)cc2)o1	-3%	1
CCOC(=O)CSCC(NC(=O)OC(C)(C)C)C(=O)OCC (stereo not given)	1%	7
CCN(CC)C(=O)COc1coc(CN2CCN(c3ccc(F)cc3)CC2)cc1=O	?	/
O=C(Nc1cccc(O)c1)c1cnn2cccnc12	?	/
CCc1ccc(Nc2nnc(SCC(=O)Nc3ccc(C(=O)O)cc3)s2)cc1	5%	-5
CC1CC(C)(C)N2C(=O)C3(Nc4ccccc4S3)c3cccc1c32 (stereo not given)	-3%	10

Carrying on:
SMILES	S3 lipid droplet	S3 lipid droplet cell count max
C/C(O)=C\c1nc(=O)c2c(C)cc(C)nc2n1-c1ccccc1	?	/
CCN(CC)C(=O)Oc1nnc(SC(C)C)n1-c1ccc(Cl)cc1	i	-26
CCCC(C)C(=O)Nc1ncc(S(=O)(=O)c2ccc([N+](=O)[O-])cc2)s1 (stereo not given)	?	/
CCCNS(=O)(=O)c1ccc(CCC(=O)NCCc2ccc(OC)c(OC)c2)cc1	-16%	-2
CCOC(=O)CC1Sc2ccccc2NC1=O (stereo not given)	29%	-13
CCOC(=O)Nc1cccc(NC(=O)c2ccccc2F)c1	?	/
O=C(NCC1CCCO1)c1ccc2c(=O)n(-c3ccc(F)cc3)c(=S)[nH]c2c1 (stereo not given)	?	/
COc1ccc(C2C(C(=O)O)CC(=O)N2C2CCCCC2)cc1 (stereo not given)	-25%	/
CCCN1CCc2c(sc3nc(SCC)n(-c4ccccc4)c(=O)c23)C1	?	/
O=C(c1ccc(F)cc1F)N1CCN(S(=O)(=O)c2ccc3c(c2)OCCO3)CC1	?	/
O=C(NNc1c(F)c(F)cc(F)c1F)c1ccc(Cl)nc1	?	/
CCOC(=O)c1nn(-c2ccc(Cl)cc2)c(C)cc1=O	?	/
Cc1cccc(NC(=O)/C(C#N)=C/c2ccc(F)cc2)n1	?	/
S=C(Nc1ccccc1Cl)N1CCOCC1	?	/
CC(=O)Nc1ccc(S(=O)(=O)Nc2nc3ccccc3nc2-n2ccc(=NC(=O)c3ccc(F)cc3)cc2)cc1	?	/
Cc1ccsc1/C=N/NC(=O)C1CC(=O)N(c2ccc(F)cc2)C1 (stereo not given)	-16%	-3
CCN1CCN(C(CC(C)C)c2nnnn2CS(=O)(=O)c2ccc(C)cc2)CC1 (stereo not given)	?	/
CCOC(=O)[C@@H]1[C@H]2COc3ccc(Br)cc3[C@@H]2N2C(=O)N(c3ccccc3)C(=O)[C@]12C	?	/
Cc1cccc(C)c1NC(=O)N1CCC(C(=O)c2ccc(F)cc2)CC1	i	21
Cc1ccc(S(=O)(=O)N2CCN(C(=O)CSc3nncs3)CC2)cc1	?	/

Sorted by number of heavy atoms (high to low): part of the list above
SMILES	S3 lipid droplet	S3 lipid droplet cell count max
CCCN1CCc2c(sc3nc(SCC)n(-c4ccccc4)c(=O)c23)C1	?	/
CCOC(=O)c1nn(-c2ccc(Cl)cc2)c(C)cc1=O	?	/
CCOC(=O)CC1Sc2ccccc2NC1=O (stereo not given)	29%	-13

New compounds follow
SMILES	S3 lipid droplet	S3 lipid droplet cell count max
Cc1c(S(=O)(=O)N2CCCC2)c(=O)n(C)c(=O)n1C	?	/
CCC(CC)c1nnc(NC(=O)CN2C(=O)C3C4C=CC(C4)C3C2=O)s1 (stereo not given)	?	/
S=c1[nH]c2ccccc2n2c(=S)[nH]nc12	-22%	-20
COCc1c(C)cc(C)c(/C=N/O)c1C	?	/
CCOc1ccc(OCC(=O)N2CCC3(CC2)CC(=O)c2ccccc2O3)cc1	?	/
O=C(c1cc2ccccc2oc1=O)N1CCN(c2ncccn2)CC1	?	/
CC(/C=C/C=C/c1ccccc1)=N\NC(=O)c1cccnc1	10%	4
COCCCn1c(-c2ccco2)nc2ccccc2c1=O	3%	11
CC(C)Cc1nnc(NC(=O)CCC(=O)N2CCN(C3CCCC3)CC2)s1	i	-2
NNC(=O)CNC(=O)c1cccc(Br)c1	8%	/
CC(=O)Oc1c(/C=C(\C#N)C(N)=O)[nH]c2ccccc12	?	/
[O-][n+]1onc2c3ccnnc3ccc21	?	/
CC1(OC(=O)C2CCCC2)C(=O)C=C2C=C(c3ccsc3)N(CCc3c[nH]c4ccccc34)C=C2C1=O (stereo not given)	?	/
O=C(CN1CCOCC1)Nc1ccc(OCc2ccccc2)cc1	?	/
CCOC(=O)N1CCN(C(=O)c2cc(-c3ccncc3)nc3ccccc23)CC1	?	/
COC(=O)c1ccc(CSc2nnc3c(Cl)cc(Cl)cn23)o1	?	/
CC(C)(C)NC(=O)CSc1nnc(-c2ccccn2)n1Cc1ccccc1	9%	-13

Entries of single compounds, looked up by structure. Order of screens: S3 lipid droplet | S3 lipid droplet cell count max
COCc1c(C)cc(C)c(/C=N/O)c1C in the list: ? | /
[O-][n+]1onc2c3ccnnc3ccc21 in the list: ? | /
O=C(c1cc2ccccc2oc1=O)N1CCN(c2ncccn2)CC1 in the list: ? | /
Cc1c(S(=O)(=O)N2CCCC2)c(=O)n(C)c(=O)n1C in the list: ? | /
NNC(=O)CNC(=O)c1cccc(Br)c1 in the list: 8% | /

The list is partial; count on the stated rates, not on these rows.
